HT1080NT lethal: kills 2HG-producing HT-1080-NT fibrosarcoma cells; 1.6% of 360,000 active; HT-1080-NT fibrosarcoma viability, CellTiter-Glo ATP luminescence, 48 h; AID 686970; Potency, µM (top dose mostly 46.1 µM), for inactives: at the top dose activity, negative = less viability, hits mostly cytotoxic;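 further: NT is the 2HG producing partner of a matched IDH1 knockdown line; 0% = DMSO-treated cells and -100% = media-only wells without cells; nearly all actives have a fitted effect of over 55% in size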
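A 48-hour cytotoxicity screen used HT-1080-NT cells plated 2 hours before compound delivery. ATP-based CellTiter-Glo luminescence measured viability, normalized to DMSO and no-cell controls.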
HEK293 tox: cytotoxicity in counter-screen for GLP-1R inverse agonists. HEK293 cAMP-luciferase reporter cells, luminescence, 24 h. Potency, µM (series often up to 38.3 µM), inactives show at the top dose activity change, negative = inhibition, usual class: inhibitors. 0.13% of 410,000 active;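 further: loss of luciferase light is scored as toxicity; on the % scale 0 is the no-effect control and ±100 the full control effect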
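Compound-treated cells are incubated 24 hr at 37 deg C under 5% CO2 after a 12 hour attachment period, then luciferase detection reagent is added and luminescence is measured following 12 min at room temperature; lowered signal indicates toxicity.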
SW480 rereplic: inducers of DNA re-replication in SW480 colon cancer cells; SW480 DNA re-replication, Hoechst DNA content imaging, 48 h; Potency, µM (doses to about 46.1 µM), for the others: at the highest dose re-replication activation, hits mostly activators; 1.8% of 340,000 active; AID 624297; further: % of control where 0% means no effect; nearly all actives have a fitted effect of over 55% in size
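Compounds, transferred as 23 nL by pin tool, were incubated with cells for 48 hr; DNA content per nucleus was then quantified by Hoechst staining and fluorescence plate imaging.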
TDP43 rescue: rescues yeast growth from TDP-43 toxicity; 1.8% of 410,000 active; AID 652104; TDP-43 expressing yeast growth rescue, BacTiter-Glo, 24 h; Potency, µM (series often up to 46.1 µM), without a hit: top-dose growth rescue (activation), hits mostly activators; further: % of control where 0% means no effect; nearly all actives have a fitted effect of over 50% in size
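In this qHTS, compounds that restore growth of yeast expressing TDP-43 appear as activators. Cells (OD600=0.02, galactose medium, raffinose-pregrown) are incubated with compound 24 hr at 30 deg C and growth is quantified by BacTiter-Glo.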
GLP-1R agonist: activates the human GLP-1 receptor; Potency, µM (series often up to 45.6 µM), for inactives: at the highest dose activation, most hits filed as activators; P43220; AID 624172; 0.007% of 380,000 active; HEK293 GLP-1R CRE-luciferase, luminescence, 4-6 h; cells express a hypersensitive GLP-1R form; further: % of control where 0% means no effect
Target sequence (P43220 whole entry, looked up): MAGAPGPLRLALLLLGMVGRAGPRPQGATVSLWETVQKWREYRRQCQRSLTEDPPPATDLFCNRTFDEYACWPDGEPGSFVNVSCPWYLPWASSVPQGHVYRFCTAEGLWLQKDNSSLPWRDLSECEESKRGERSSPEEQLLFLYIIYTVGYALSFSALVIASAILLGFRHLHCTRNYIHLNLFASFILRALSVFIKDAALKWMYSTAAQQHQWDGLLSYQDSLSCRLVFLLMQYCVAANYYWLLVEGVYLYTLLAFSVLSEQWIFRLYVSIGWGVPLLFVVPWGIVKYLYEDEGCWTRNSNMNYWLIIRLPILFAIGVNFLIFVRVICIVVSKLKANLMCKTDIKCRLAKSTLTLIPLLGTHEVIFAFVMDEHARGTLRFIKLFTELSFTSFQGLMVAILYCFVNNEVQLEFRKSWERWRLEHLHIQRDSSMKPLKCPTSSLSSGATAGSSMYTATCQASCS
GLP-1R inv ag: acts as inverse agonist at human GLP-1 receptor; P43220; HEK293 GLP-1R CRE-luciferase, luminescence, 24 h; GLP-1R form is constitutively active; Potency, µM (doses to about 38.3 µM), for the others: at the highest dose activity change, negative = inhibition, actives largely listed as inhibitors; 1.6% of 410,000 active; AID 624417; further: on the % scale 0 is the no-effect control and ±100 the full control effect; nearly all actives have a fitted effect of over 55% in size
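HEK293 cells stably co-expressing a cAMP-responsive luciferase reporter and constitutively active GLP-1R were seeded, incubated 12 h, then exposed to compounds for 24 h at 37 C. Luminescence was read 12 min after detection reagent; inverse agonists lower signal.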
HT1080 IDH1KD tx: kills HT-1080 cells with IDH1 knockdown; HT-1080 IDH1 knockdown viability, ATP luminescence, 48 h; Potency, µM (doses to about 46.1 µM), for inactives: top-dose activity, negative = toxicity, hits mostly cytotoxic; 2% of 360,000 active;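 further: 0% = DMSO wells and -100% = cell-free medium wells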
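Viability of IDH1-knockdown HT-1080 fibrosarcoma cells was assessed by CellTiter-Glo after 48 h at 37 °C with titrated compound; concentration-effect curves were classified by fit quality and response size.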
KB-3-1 tox: kills parental KB-3-1 adenocarcinoma cells; KB-3-1 viability, CellTiter-Glo ATP luminescence, 72 h; Potency, µM (doses to about 46.1 µM), for inactives: at the highest dose activity change, negative = cytotoxic, hits mostly cytotoxic; 1.4% of 400,000 active; further: on the % scale 0 is the no-effect control and ±100 the full control effect; nearly all actives have a fitted effect of over 60% in size
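Screening of KB-3-1 cells (DMEM, 10% FBS, phenol-red free) ran from lowest to highest compound concentration; after 72 h at 37 °C viability was read luminescently and curves fitted.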
KB-V1 MDR tox: KB-V1 MDR subline cytotoxicity. KB-V1 MDR cells viability, CellTiter-Glo, 72 h. Potency, µM (highest dose often 46.1 µM), for inactives: at the highest dose activity change, negative = cytotoxicity, most hits filed as cytotoxic. 3.4% of 400,000 active; further: on the % scale 0 is the no-effect control and ±100 the full control effect; nearly all actives have a fitted effect of over 60% in size
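KB-V1 MDR subline cells in DMEM (phenol-red free, 10% FBS) exposed to compounds in qHTS concentration series for 72 h at 37 degrees C. Viability read by CellTiter-Glo luminescence; concentration-effect curves fitted after normalization and correction.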
An asterisk follows results filed as active; u = inconclusive; x = not tested or not shown; [ ] = another dose, or the depositor's remark. The call rests on the fitted dose curve; in most records, active means well fitted curve in the direction sought with a large enough effect; inconclusive means small, poorly fitted or top-dose-only effect, or another doubt; inactive means no such curve, though single readings can be large; an effect the other way counts as inactive or inconclusive. Potency means the concentration at half of the fitted maximal effect.

Abbreviations: A = HT1080NT lethal; B = HEK293 tox; C = SW480 rereplic; D = TDP43 rescue; E = GLP-1R agonist; F = GLP-1R inv ag; G = HT1080 IDH1KD tx; H = KB-3-1 tox; I = KB-V1 MDR tox
1) Cn1cc(Cc2ccccc2)c(=O)c(Cc2ccccc2)c1
  A: 8%; B: u; C: 20%; D: -4%; E: 1%; F: -29%; G: 12%; H: -3%; I: -18%
2) O=S(=O)(NNc1ncc(C(F)(F)F)cc1Cl)c1ccc(F)cc1F
  A: -1%; B: 1%; C: -2%; D: 15%; E: 5%; F: -12%; G: -1%; H: 1%; I: -6%
3) CCC(C(=O)OCC(=O)Nc1c(Cl)cc(Cl)cc1Cl)c1ccccc1 (stereo not drawn)
  A: -6%; B: 3%; C: -2%; D: -9%; E: -7%; F: u; G: 0%; H: 13%; I: 23%
4) O=[N+]([O-])c1ccc2c([N+](=O)[O-])ccc3c2c1CC3
  A: -5%; B: -2%; C: x; D: 20%; E: 4%; F: -17%; G: -4%; H: -2%; I: u
5) CCCC(=O)Nc1cccc(NC(=O)c2ccc3c(c2)OCCO3)c1
  A: 8%; B: -12%; C: u; D: 3%; E: -2%; F: 10%; G: -5%; H: -5%; I: -16%
6) COc1cccc(CNC(=O)CN(C)S(=O)(=O)c2cnc[nH]2)c1
  A: -2%; B: -9%; C: -4%; D: -1%; E: 2%; F: -7%; G: -1%; H: -2%; I: u
7) NC(=O)C1CCN(C(=O)C2(NC(=O)Nc3cccc(F)c3)CCCCC2)CC1
  A: 12%; B: -7%; C: -6%; D: 1%; E: 8%; F: 1%; G: 12%; H: u; I: u
8) O=C(Nc1ccccc1)c1cc(N2CCOCC2)nc2ccccc12
  A: -14%; B: 18%; C: u; D: -8%; E: 4%; F: -30%; G: -8%; H: -2%; I: -7%
9) Cc1ccc(C(=O)NC(=O)CSc2ncccc2C(=O)O)cc1
  A: -1%; B: 4%; C: -4%; D: 14%; E: 0%; F: 10%; G: 23%; H: -1%; I: 23%
10) CC(=O)C1=C(O)C(=O)N(c2ccc(Br)cn2)C1c1cccc([N+](=O)[O-])c1 (stereo not drawn)
  A: 1%; B: 4%; C: u; D: -18%; E: 6%; F: 4%; G: -2%; H: 4%; I: 22%
11) CCOC(=O)C(Cc1ccccc1)NC(=O)Cn1nnc(-c2ccc(SC)cc2)n1 (stereo not drawn)
  A: -11%; B: -11%; C: -3%; D: 3%; E: -2%; F: u; G: -11%; H: 20%; I: 3%
12) O=C(CC(Nc1ccccc1)C(=O)O)c1ccccc1 (stereo not drawn)
  A: 13%; B: 2%; C: 14%; D: 0%; E: 0%; F: -24%; G: 3%; H: -1%; I: 18%
13) COc1ccc(CN(C)C2CCN(C)CC2)cc1OC
  A: -1%; B: -7%; C: 2%; D: 6%; E: 2%; F: -8%; G: -2%; H: -4%; I: 11%
14) CCCCNC(=O)C(=O)N/N=C/c1cccc(Br)c1
  A: 12%; B: 3%; C: -5%; D: 22%; E: 1%; F: 1%; G: 8%; H: 9%; I: 20%
15) CCO[C@@H]1OC(C(N)=O)=C[C@H](c2ccc3c(c2)OCO3)[C@H]1CCCO
  A: 5%; B: 2%; C: -35%[inhibitor]; D: 5%; E: 1%; F: 10%; G: 8%; H: -2%; I: 16%

Rewritten with two lines to a compound: entries from further up
Each structure is followed by: HT1080NT lethal	HEK293 tox	SW480 rereplic	TDP43 rescue	GLP-1R agonist	GLP-1R inv ag	HT1080 IDH1KD tx	KB-3-1 tox	KB-V1 MDR tox
[4] O=[N+]([O-])c1ccc2c([N+](=O)[O-])ccc3c2c1CC3
→ -5%	-2%	x	20%	4%	-17%	-4%	-2%	u
[5] CCCC(=O)Nc1cccc(NC(=O)c2ccc3c(c2)OCCO3)c1
→ 8%	-12%	u	3%	-2%	10%	-5%	-5%	-16%
[6] COc1cccc(CNC(=O)CN(C)S(=O)(=O)c2cnc[nH]2)c1
→ -2%	-9%	-4%	-1%	2%	-7%	-1%	-2%	u
[7] NC(=O)C1CCN(C(=O)C2(NC(=O)Nc3cccc(F)c3)CCCCC2)CC1
→ 12%	-7%	-6%	1%	8%	1%	12%	u	u
[8] O=C(Nc1ccccc1)c1cc(N2CCOCC2)nc2ccccc12
→ -14%	18%	u	-8%	4%	-30%	-8%	-2%	-7%
[9] Cc1ccc(C(=O)NC(=O)CSc2ncccc2C(=O)O)cc1
→ -1%	4%	-4%	14%	0%	10%	23%	-1%	23%

High-throughput results as filed in PubChem BioAssay.
